Screening data (PubChem)
TDP1 block = inhibitors of human tyrosyl-DNA phosphodiesterase TDP1; Q9NUW8; recombinant TDP1, AlphaScreen DNA substrate cleavage; Potency, µM (series often up to 130 µM), without a hit: at the top dose activity change, negative = inhibition, actives largely listed as inhibitors; hit rate 0.28% among 350,000; note: nearly all actives have a fitted effect of over 40% in size
Target sequence (Q9NUW8 whole entry, looked up): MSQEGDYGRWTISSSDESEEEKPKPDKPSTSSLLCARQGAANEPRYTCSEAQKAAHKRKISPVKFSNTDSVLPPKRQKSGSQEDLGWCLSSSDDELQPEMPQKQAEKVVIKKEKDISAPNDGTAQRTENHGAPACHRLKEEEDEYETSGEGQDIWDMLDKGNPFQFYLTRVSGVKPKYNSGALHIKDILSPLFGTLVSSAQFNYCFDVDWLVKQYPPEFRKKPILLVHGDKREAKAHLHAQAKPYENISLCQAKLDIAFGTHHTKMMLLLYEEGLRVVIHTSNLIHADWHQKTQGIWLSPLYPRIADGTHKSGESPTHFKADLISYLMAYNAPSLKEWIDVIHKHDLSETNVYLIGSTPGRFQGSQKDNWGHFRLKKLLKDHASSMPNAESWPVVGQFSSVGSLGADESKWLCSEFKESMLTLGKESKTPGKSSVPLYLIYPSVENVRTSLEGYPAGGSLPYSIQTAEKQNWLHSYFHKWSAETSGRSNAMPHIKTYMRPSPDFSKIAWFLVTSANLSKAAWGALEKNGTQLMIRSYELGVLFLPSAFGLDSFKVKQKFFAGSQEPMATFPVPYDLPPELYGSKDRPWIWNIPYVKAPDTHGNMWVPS
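Enzyme-compound mixtures sat 15 min at room temperature, followed by a 5 min reaction with 15 nM final substrate and 10 min with AlphaScreen beads. Recombinant human Tdp1 was used at 1 nM final.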
FEN1 inh = blocks human flap endonuclease 1 | Recombinant FEN1 flap cleavage, fluorescence, 15 min | Potency, µM (series often up to 114 µM), without a hit: top-dose activity change, negative = inhibition, usual class: inhibitors | hit rate 0.35% among 390,000; note: nearly all actives have a fitted effect of over 65% in size
Target sequence (P39748 whole entry, looked up): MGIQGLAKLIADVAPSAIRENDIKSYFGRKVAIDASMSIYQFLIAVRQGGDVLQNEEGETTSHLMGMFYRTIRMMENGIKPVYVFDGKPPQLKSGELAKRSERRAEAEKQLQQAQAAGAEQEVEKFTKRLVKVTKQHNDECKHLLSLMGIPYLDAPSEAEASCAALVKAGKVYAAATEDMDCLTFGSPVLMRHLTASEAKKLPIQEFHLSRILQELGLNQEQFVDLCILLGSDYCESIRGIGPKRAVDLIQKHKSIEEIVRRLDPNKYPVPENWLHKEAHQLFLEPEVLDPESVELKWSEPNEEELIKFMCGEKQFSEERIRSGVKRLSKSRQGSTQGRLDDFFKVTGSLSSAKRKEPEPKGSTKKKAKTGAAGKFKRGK
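Recombinant FEN1 (10 nM) was preincubated with pin-transferred compounds for 15 min at room temperature, then flap DNA substrate (50 nM final) was added. Plates were read at 0 and 15 min, and normalized concentration–response data were fitted to a four-parameter Hill equation.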
N370S GC mod = inhibits or activates N370S mutant glucocerebrosidase; N370S GC spleen homogenate, 4MU-glucoside fluorescence; P04062; Potency, µM (titrated, usually from 59.4 µM), for the others: at the top dose activity change, negative = inhibition, most hits filed as inhibitors; hit rate 0.092% among 330,000; AID 2101;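 note: 0% = full enzyme activity and -100% = no enzyme basal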
Numbers without * were called inactive; ? = inconclusive; / = no result given; & = joins results of further samples; [ ] = remark or other dose. Calls come from the whole dose curve; as a rule, active = well fitted curve in the direction sought with a large enough effect; inconclusive = small, poorly fitted or top-dose-only effect, or another doubt; inactive = no such curve, though single readings can be large; an effect the other way counts as inactive or inconclusive. Unless noted, % is set by controls: 0 for no effect and ±100 for the full control effect; potency is the fitted concentration of half-maximal effect.

SMILES	TDP1 block	FEN1 inh	N370S GC mod
CCC(C)c1ccc(OCc2ccc(C(=O)O)o2)cc1 (stereo unspecified)	/	-15%	16%
Cn1c(=O)c(=O)n(C)c2cc(N3CCCC3)c(NC(=O)c3ccccc3F)cc21	-8%	1%	/
CCCCn1c(-c2ccc([N+](=O)[O-])cc2)n[nH]c1=S	7%	-14%	7%
C=C(C)Cn1c(=O)c2c(nc3n2CCN3c2cc(C)cc(C)c2)n(C)c1=O	5%	-3%	/
CC(=O)N1CCN(c2ncnc3ccccc23)CC1	4%	17%	-2%
CCOC(=O)C(CCCCOc1ccc([N+](=O)[O-])cc1)C(=O)OCC	1%	-1%	-3%
CC(C)(C)OC(=O)NCCCC(CCCNC(=O)OC(C)(C)C)C(=O)O	3%	-3%	5%
COc1cccc(OC)c1OCCNCC1CSc2ccccc2O1 (stereo unspecified)	10%[56.1 µM]	0%	?
CCc1ccc(OCC(=O)N/N=C(\C)c2ccc(OC(F)F)cc2)cc1	-3%	-1%	4%
O=c1[nH]c(-c2ccc(F)cc2)nc2c1sc(=S)n2-c1ccccc1	-3%	-33%	1%
CN(C)S(=O)(=O)c1cc(NC(=O)COC(=O)CCSc2ccc(Cl)cc2)ccc1Cl	0%	-23%	-1%
Cn1c(=O)n(CC(=O)O)c(=O)c2c1nc1n2CCS1	-4%&5%	6%&0%	17%&-18%
COc1ccc(CC(NC(C)=O)C(=O)N2CCN(C(=O)Nc3cccc(F)c3)CC2)cc1OC (stereo unspecified)	-3%	-1%	-2%
CSCCC(C(=O)N1C[C@]2(C)C[C@H]1CC(C)(C)C2)N1C(=O)c2ccccc2C1=O (stereo partly specified)	4%	-17%	4%
O=C(Nc1nnc(N2CCCC2)s1)Nc1cc(F)ccc1F	6%	0%	/
COc1ccc(CCNC(=O)/C(C#N)=C2\N=C(NC(=O)c3ccco3)c3ccccc32)cc1	0%	-5%	18%
CCOc1cc(C(=O)Oc2cc(C)[nH]c(=O)c2[N+](=O)[O-])cc(OCC)c1OCC	7%	3%	-2%
COc1cc(OC)c(NC(=O)Cc2ccc(-n3c(C)nc4cccnc43)cc2)cc1Cl	6%	-10%	/
CC(C)C(=O)Nc1nnc(S(=O)(=O)N2CCCCCC2)s1	3%	1%&7%	-5%
CCCN1C(=O)CC(Sc2ncccc2C(=O)O)C1=O (stereo unspecified)	/	-13%	-4%
N#Cc1cc(-c2ccccc2)oc1/N=C/c1ccccc1O	8%	-7%	4%
Nc1nonc1-n1nnc(C(=O)N/N=C/c2ccco2)c1-c1ccccc1	-6%	2%	-9%
O=c1[nH]c2cc(C(F)(F)F)ccc2n1-c1cc(C(F)(F)F)ccc1O	6%&4%&2%	-19%	?
Cc1cc(C)c(C#N)c(SCC(=O)NC2CC2)n1	4%	-2%	-21%
COc1ccc(S(=O)(=O)Nc2ccc3c(c2)C(=O)N([C@H](C)CO)C[C@H](C)[C@@H](CN(C)C(=O)Nc2ccc4c(c2)OCO4)O3)cc1	3%	-3%	/
Cc1cccc(NC(=O)Cn2cnc3c(oc4ccccc43)c2=O)c1C	-7%	-10%	3%
COc1ccc(NC(=O)Cn2nnc(-c3ccccc3NC(=O)C3CC3)n2)cc1	6%	-8%	-8%
O=C(Nc1nc(-c2ccco2)c(-c2ccco2)s1)c1c(F)cccc1Cl	9%	-21%	/
CC(C)c1onc(C(=O)Nc2cccc(O)c2)c1[N+](=O)[O-]	0%	-6%	5%
CCc1cc(CNC(=O)CC2C(=O)NCCN2Cc2cccc(OC)c2)on1 (stereo unspecified)	/	14%	10%

Three entries from above, arranged by count of non-hydrogen atoms, lowest first:
SMILES	TDP1 block	FEN1 inh	N370S GC mod
CCCN1C(=O)CC(Sc2ncccc2C(=O)O)C1=O (stereo unspecified)	/	-13%	-4%
CC(C)c1onc(C(=O)Nc2cccc(O)c2)c1[N+](=O)[O-]	0%	-6%	5%
O=c1[nH]c2cc(C(F)(F)F)ccc2n1-c1cc(C(F)(F)F)ccc1O	6%&4%&2%	-19%	?

Some of these compounds in order of their number in N370S GC mod, rising:
compound,N370S GC mod
Cc1cc(C)c(C#N)c(SCC(=O)NC2CC2)n1,-21%
Nc1nonc1-n1nnc(C(=O)N/N=C/c2ccco2)c1-c1ccccc1,-9%
N#Cc1cc(-c2ccccc2)oc1/N=C/c1ccccc1O,4%

Next part.
SMILES	TDP1 block	FEN1 inh	N370S GC mod
CCc1ccc(/C=C2\SC(=S)N(CCCC(=O)Nc3ccc(C(=O)O)cc3)C2=O)cc1	/	-7%	2%
COCc1c(C(=O)N2CCN(Cc3nc4ccccc4s3)CC2)oc2ccccc12	-4%	-3%	/
CC1=C(C(=O)OCC(C)C)C23C(=O)c4ccccc4C2(O1)OC(N)=C3C#N (stereo unspecified)	5%	0%	-2%
C/C(=C\C(=O)c1ccc(Br)cc1)NCc1ccc(C)cc1	2%	0%	13%
Cc1ccnc(NC(=O)CCCOc2ccccc2)c1	-4%	10%	12%
Cc1cc2c(=O)n(C)c(SCC(=O)Nc3cccc(F)c3)nc2s1	8%	-4%	2%
CC(=O)NC12CC3CC(C1)CC(C(=O)OCC(=O)Nc1ncc(Cl)c(C)c1Cl)(C3)C2	0%	-11%	4%
COc1ccc(NC(=O)c2sc3nc4c(cc3c2N)CN(Cc2ccccc2)CC4)cc1	0%	16%	/
CSc1ccc(-c2sc(Nc3ccccc3)n[n+]2-c2ccccc2)cc1	/	22µM*	-2%
O=C(CSc1ccc([N+](=O)[O-])cn1)Nc1ccc(N2CCOCC2)cc1	5%	3%	?
O=C(NCCOc1ccccc1)c1cc(S(=O)(=O)N2CCOCC2)ccc1F	1%	6%	-4%
COc1cc(-c2noc(C3CCCN(S(=O)(=O)c4cccc(Cl)c4)C3)n2)cc(OC)c1OC (stereo unspecified)	0%	-4%	3%
Cc1ccc2c(c1)N1C(=O)c3ccccc3C1C1=C(CC(C)(C)CC1=O)N2 (stereo unspecified)	-1%	-9%	4%
Cc1cc(C(=O)COC(=O)c2ccc[nH]c2=O)c(C)n1CCc1ccc(F)cc1	1%	5%	3%
C#CCOc1ccc(C(=O)N(C)c2ccccc2I)cc1	9%	8%	-5%
CCCCCc1ccc(S(=O)(=O)Nc2cc(C)ccn2)cc1	7%	-1%	11%
N#C/C(=C/c1ccc(O)cc1)c1nc(-c2ccc(-c3ccccc3)cc2)cs1	2%[12.3 µM]	-18%	/
Cc1ccc(C)c(N2CCN(c3nc4ccccc4n4c(C)nnc34)CC2)c1	0%	-17%	/
COc1cc(CC(=O)NCC(C)(C)N2CCOCC2)cc(OC)c1OC	7%	14%	-2%
CC(C)Oc1ccc(/C(O)=C2/C(=O)C(=O)N(CCCn3ccnc3)C2c2cccnc2)cc1 (stereo unspecified)	5%	-8%	11%
COCCCNC(=O)c1ccccc1SC	5%	3%	-3%
COc1ccc(C(=O)Nc2ccnn2C2CCN(C3CCC3)CC2)cc1	4%	-3%	-13%
Cc1c(/C=N/NC(=O)c2ccc3c(c2)OCO3)cnn1C	0%	0%	8%
O=C(O)c1cccc(C(=O)Cc2ccccc2)c1	-2%	-11%	-7%
COc1ccc(CC(=O)N2CC(=O)Nc3ccc(F)cc3C2c2ccccc2)cc1 (stereo unspecified)	6%	-9%	/
CNCCCOc1ccc(C(C)(C)c2ccccc2)cc1	-1%	/	-15%
CC1CCCN(C(=S)Nc2ccc(F)cc2)C1 (stereo unspecified)	-3%	9%	21%
CN1CCN(C(=S)NC(=O)/C=C/c2cccc3ccccc23)CC1	7%	3%	?
CC(C)(C)C(=O)Nc1ccccc1C(=O)NCCC(=O)Nc1ccccc1	0%	-6%	1%
CCCNC(=O)c1cc2nc(-c3ccc(Br)cc3)cc(C(F)(F)F)n2n1	-2%	-14%	/

Taken from above (3 entries):
SMILES	TDP1 block	FEN1 inh	N370S GC mod
CCCCCc1ccc(S(=O)(=O)Nc2cc(C)ccn2)cc1	7%	-1%	11%
N#C/C(=C/c1ccc(O)cc1)c1nc(-c2ccc(-c3ccccc3)cc2)cs1	2%[12.3 µM]	-18%	/
Cc1ccc(C)c(N2CCN(c3nc4ccccc4n4c(C)nnc34)CC2)c1	0%	-17%	/

(list continues)
SMILES	TDP1 block	FEN1 inh	N370S GC mod
CCCCCCCSc1nc(N)cc(=O)[nH]1	6%	-2%	-2%
O=C(CSc1nnc([C@@H]2CCCN2)o1)c1ccc(Cl)cc1	9%	11%	4%
CCCC(=O)NC(=S)Nc1ccc(CN2CCOCC2)cc1	3%	-6%	6%
O=Cc1ccc2cccnc2n1	8%	2%	2%
Cc1c(C(=O)O)oc2c1/C(=N\O)CC(C)(C)C2	5%	5%	7%
COc1ccccc1C1CC(c2cccs2)=Nc2ccccc2S1 (stereo unspecified)	4%	-8%	/
CC1CCCN(c2ccc3nc4ccccc4c(=O)n3n2)C1 (stereo unspecified)	5%	-3%	6%
CC(C)COCC(O)CC(Cc1ccccc1)C(=O)NN (stereo unspecified)	-6%	-10%	-4%
O=C(Cc1ccccc1)NCC(=O)N1CCN(c2ccccc2)CC1	2%	-4%	-1%
COC(=O)c1cncc(C)c1	0%	4%	-10%
Cc1ccc(NC(=O)C2CC(=O)n3ncnc3N2)cc1 (stereo unspecified)	5%	4%	7%
CCC12CCCN3CCC4(C(=C(C(=O)OC)C1)Nc1ccccc14)C32 (stereo unspecified)	8%	2%	-6%
O=C(CSc1nnnn1C1CCCC1)N1CCOCC1	0%	21%	3%
CCOc1ccc(C2C(C#N)=C(C)NC3=C2C(=O)c2ccccc23)cc1 (stereo unspecified)	12%	-10%	?
Cc1cccc(NC(=O)c2cccc(NC(=O)c3ccccc3)c2)n1	/	2%	0%

One compound at a time, as listed above. Order of screens: TDP1 block	FEN1 inh	N370S GC mod
Profile of O=C(CSc1nnnn1C1CCCC1)N1CCOCC1 : 0%	21%	3%
Profile of COC(=O)c1cncc(C)c1 : 0%	4%	-10%
Profile of COc1ccccc1C1CC(c2cccs2)=Nc2ccccc2S1 (stereo unspecified) : 4%	-8%	/

(more compounds)
SMILES	TDP1 block	FEN1 inh	N370S GC mod
CCc1ccc(S(=O)(=O)NCCOc2cccc3cccnc23)cc1	3%[56.1 µM]	-17%	?
COc1ccc(OC(=O)c2ccc3nsnc3c2)cc1	4%	11%	4%
CCN(CC)C(=O)CN1C(=O)COc2ccc(S(=O)(=O)N3CCOCC3)cc21	-2%	-14%	/
CC(C)(C)OC(=O)N1CCC(c2nnc(SCc3ccccc3F)o2)CC1	-8%	-15%	/
CCCn1c(SCC(=O)NNC(=O)c2ccc(OC)cc2)nnc1C(C)C	9%	3%	-4%
Cn1c(=O)n(C)c2cc(N3CCCCC3)c(NC(=O)c3ccc(Cl)cc3)cc21	2%	17%	/
CC(=O)Nc1ccc(NC(=O)[C@@H]2CCCC[C@@H]2C(=O)O)cc1	1%	2%	9%
CCOC(=O)c1c(C)[nH]c(C)c1C(=O)COC(=O)c1cccc(S(=O)(=O)NC)c1	-2%	3%	7%
COc1ccc(CCNC(=O)C2CCN(S(=O)(=O)c3ccc(F)cc3)CC2)cc1	/	-13%	0%
CCn1cc(CN(C)S(=O)(=O)c2ccc3ccccc3c2)c(C)n1	0%	-4%	1%
O=C(O)c1c(-c2ccccc2)oc2ccc(O)cc12	/	17%	?
Cc1nc2ccccc2n1C(=O)c1ccccc1[N+](=O)[O-]	5%	1%	1%
CC(=O)c1cccc(NC(=O)c2nc(-c3ccccc3)n(-c3cccc(Cl)c3)n2)c1	9%	-12%	/
O=C(NCc1cccs1)c1ccc2c(c1)N(Cc1cccc(F)c1)C(=O)c1ccccc1S2	4%	5%	/
CCCCC1=NN(C(=O)c2cocc2C)C(O)(C(F)(F)F)C1 (stereo unspecified)	4%[56.1 µM]	6%	19%
COCCCNC(=O)CNC(=O)c1cn(-c2ccccc2OC)c(=O)c2ccccc12	-3%	3%	-5%
CN(C)c1ccc(/C=N/NC(=O)CN2CCCCC2)cc1Br	/	-4%	-7%
S=C(NCCN1CCOCC1)N/N=C/c1ccccc1	6%	-8%	6%
C=CCC(O)(CC=C)C(C)N (stereo unspecified)	0%	-2%	0%
COC(=O)c1[nH]c2cc(OC)ccc2c1NC(=O)CCN1CCN(c2ccccc2)CC1	3%	-2%	-2%
